# Source: PubChem
# tim10-1 inh – growth inhibitors of tim10-1 mutant yeast; S. cerevisiae tim10-1 ts strain growth, BacTiter-Glo, 24 h; inhibition, % at 20 µM; 330,000 compounds, 2.2% hits;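 active = inhibition of at least 40%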;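 also: mutant grown at 25 °C; 0% = DMSO wells with yeast and 100% = wells holding no yeast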
# mIAP inh – blocks mouse intestinal alkaline phosphatase; AID 2806; inhibition, % at 10 µM; purified mouse IAP, CDP-Star luminescence, 30 min; 330,000 compounds, 0.2% hits;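 active = inhibition of at least 40% at 10 µM in the primary screen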;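 also: plate controls were DMSO with enzyme for no effect and no enzyme wells for full effect; values of inactives mirror those of a sister screen read the other way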
# mIAP activ – increases mouse intestinal alkaline phosphatase activity; 330,000 compounds, 0.24% hits; muIAP, CDP-Star luminescence, 30 min; stronger effect = higher value; 1 = vehicle-only enzyme signal, 0 = enzyme-free wells; activation factor at 10 µM;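 active = activation factor of at least 2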; also: the source names both 10 and 20 µM as test concentration; values of inactives mirror those of a sister screen read the other way
#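 System: Mouse IAP enzyme | Also added: CDP-Star substrate | Dosing: Compounds dispensed in DMSO | Schedule: 30 min enzyme-substrate-compound incubation at room temperature | Technique: Chemiluminescence readout | Control set: DMSO-only wells and no-enzyme negative control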
# APOBEC3A inh – human APOBEC3A DNA deaminase inhibition; 330,000 compounds, 0.41% hits; AID 493011; P31941; recombinant A3A, FAM/TAMRA ssDNA deamination fluorescence; inhibition, % at 20 µM;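 active = at least 40% inhibition at 20 µM here, with at most 30% in a related deaminase screen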;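 also: plate controls were A3A with DMSO for no effect and wells lacking A3A enzyme for full effect; some results filed as inactive read as strong as hits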
# Target sequence (P31941 whole entry, looked up): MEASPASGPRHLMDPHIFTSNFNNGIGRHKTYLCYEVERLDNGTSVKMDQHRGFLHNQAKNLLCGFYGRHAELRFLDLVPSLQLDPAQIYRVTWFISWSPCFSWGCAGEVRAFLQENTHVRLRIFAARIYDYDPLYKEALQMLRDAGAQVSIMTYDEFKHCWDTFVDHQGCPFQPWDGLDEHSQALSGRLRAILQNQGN
# APOBEC3G inh – APOBEC3G (human) deaminase inhibition; recombinant A3G, ssDNA deamination FAM/TAMRA fluorescence; inhibition, % at 20 µM; 330,000 compounds, 0.28% hits;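 active = inhibition of at least 40% at 20 µM, with no more than 30% in the related APOBEC3A deaminase screen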;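 also: plate controls were DMSO wells with A3G for no effect and wells lacking A3G enzyme for full effect; some compounds called inactive have numbers as strong as hits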
# beta cell repl – inducers of beta-cell replication in MIN6 cells. proliferation, % at 10 µM. MIN6 cells proliferation, ATPlite luminescence, 48 h; cells starved in 0.2% serum; 100% = growth in 10% serum. 330,000 compounds, 0.29% hits. AID 2380;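 active = compounds whose signal lies at least 3.5 SD above the mean of all wells on their plate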;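 also: 0% = DMSO-treated cells in low-serum medium and 100% = 10% serum control; some compounds called inactive have numbers as strong as hits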
# NALP3 yeast inh – blocks the NALP3 inflammasome reconstituted in yeast. Yeast reconstituted NLRP3/ASC/caspase-1, beta-gal luminescence, 24 h. inhibition, % at 10 µM. 330,000 compounds, 0.39% hits. AID 2825;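 active = inhibition of 50% or more; inactive = inhibition below 50%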;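 also: plate controls were induced DMSO wells for no effect and uninduced yeast grown without galactose for full effect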
# TIM10 inh – inhibits growth of TIM10 yeast strain. AID 463195. 330,000 compounds, 1.4% hits. S. cerevisiae TIM10 strain growth, BacTiter-Glo luminescence, 24 h. inhibition, % at 10 µM;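 active = inhibition of 40% or more at the single tested concentration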;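 also: wild-type TIM10 isogenic control strain grown at permissive 25 °C; 0% = DMSO yeast wells and 100% = minimal medium wells without yeast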
# hIAP inh – human IAP inhibition. AID 2544. 330,000 compounds, 0.12% hits. purified IAP, CDP-Star luminescence, 30 min. inhibition, % at 10 µM. P09923;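 active = inhibition reaching a set limit with compound at 10 µM in the primary screen, cut at about 35% in these data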;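 also: plate controls were DMSO wells with enzyme for no effect and no-enzyme buffer wells for full effect; values of inactives mirror those of a sister screen read the other way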
# Target sequence (P09923 whole entry, looked up): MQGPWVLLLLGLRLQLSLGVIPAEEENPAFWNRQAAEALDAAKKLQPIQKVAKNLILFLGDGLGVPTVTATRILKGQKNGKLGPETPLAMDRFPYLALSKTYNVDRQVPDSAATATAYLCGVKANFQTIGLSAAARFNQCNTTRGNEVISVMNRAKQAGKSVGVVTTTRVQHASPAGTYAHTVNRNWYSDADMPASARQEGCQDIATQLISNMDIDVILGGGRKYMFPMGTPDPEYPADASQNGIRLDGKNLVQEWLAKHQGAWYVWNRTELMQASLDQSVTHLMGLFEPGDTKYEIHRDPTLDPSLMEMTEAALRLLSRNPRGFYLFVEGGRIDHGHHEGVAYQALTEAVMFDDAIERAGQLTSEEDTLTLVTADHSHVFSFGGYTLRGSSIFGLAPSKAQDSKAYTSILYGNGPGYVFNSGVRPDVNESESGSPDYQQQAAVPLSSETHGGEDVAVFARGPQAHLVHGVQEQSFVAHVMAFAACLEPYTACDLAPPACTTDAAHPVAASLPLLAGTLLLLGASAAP
# Numbers without * were called inactive.
SMILES,tim10-1 inh,mIAP inh,mIAP activ,APOBEC3A inh,APOBEC3G inh,beta cell repl,NALP3 yeast inh,TIM10 inh,hIAP inh
Cc1cccc(N2CN(Cc3ccco3)CNC2=S)c1C,29,5,0.95,1,-8,-2,18,-1,-7
CC(C)(C)NC(=O)c1nc2nc(-c3ccccc3)cc(C(F)(F)F)n2n1,-2,1,0.99,-2,-5,0,5,-29,1
Cc1ccc(-c2noc(C3CCCN(C(=O)c4cccc(F)c4)C3)n2)cc1 (stereo not drawn),-22,10,0.91,1,-5,0,1,-7,-22
CC1CN(C(=O)COC(=O)/C=C/c2ccc(C(F)(F)F)cc2)CC(C)O1 (stereo not drawn),23,-14,1.1,-2,-5,-2,21,3,-25
CC(C)Cn1c(=O)c2c(nc3n2CCCN3CCc2ccccc2)n(C)c1=O,31,-4,1,-9,-10,-1,11,13,6
O=C(Nc1nnc(C2=COCCO2)o1)c1cccc(F)c1,6,6,0.94,-2,-2,-1,5,-6,9
O=C(CCc1nc2ccccc2c(=O)[nH]1)Nc1ccc(F)cc1,2,2,0.98,-1,-5,0,20,9,2
Cc1cc(C(=O)CN2C(=O)c3cccc(N)c3C2=O)c(C)n1Cc1cccs1,18,-13,1.1,-5,-5,-2,15,-10,3
Cc1nn(CC(=O)NC2C(=O)N3C(C(=O)O)=C(CSc4nnnn4C)CSC23)cc1Br (stereo not drawn),5,7,0.93,16,-2,-1,13,-15,16
CCOc1ccc(S(=O)(=O)N2CCC(C(=O)NCc3ccccc3CN3CCCC3)CC2)cc1,3,-25,1.2,1,-1,0,19,5,19
Brc1cccc(-c2nnc3sc(CN4CCC5(CC4)OCCO5)cn23)c1,21,8,0.92,5,-5,2,12,3,31
CC(C)CNC(=S)NC(=O)c1ccc(Cl)cc1,29,0,1,-3,-4,0,-36,26,-13
N#CC1(NC(=O)CN2c3cccc4cccc(c34)S2(=O)=O)CCCCC1,16,-4,1,-1,-3,1,21,2,8
CC1=C(C(=O)Nc2ccccc2)C(c2ccc(C(C)C)cc2)N2C(=O)CSC2=N1 (stereo not drawn),11,5,0.95,-5,-9,-1,13,24,-1
O=C(N/N=C/c1ccco1)c1cc(-c2ccc(Cl)s2)[nH]n1,-30,4,0.96,-7,-8,-3,16,-5,-101
O=C(CNC1=NCCC1)c1ccc2c(c1)OCCO2,-7,0,1,2,-1,0,14,-1,22
O=C(Cc1csc(Nc2nc(=S)[nH]c3ccccc23)n1)NCc1ccc(Cl)cc1,38,18,0.82,4,-8,0,16,13,13
Cc1ccc(C)c(-n2nnnc2SCC(=O)Nc2c(C)n(C)n(-c3ccccc3)c2=O)c1,6,3,0.97,-1,-5,1,-14,9,2
Cc1cccc(OCc2nc(C#N)c(NCc3ccc4c(c3)OCO4)o2)c1,29,-10,1.1,-1,1,-3,13,-18,-6
CCOc1ccc(NC(=S)N(CCOC)C2CCN(C(C)C)CC2)cc1,18,0,1,-3,0,1,19,1,-13
O=C(CN1CC[C@@]2(O)CCCC[C@H]2[C@@H]1c1ccc(F)cc1)NCc1ccco1,-14,2,0.98,3,2,-2,2,0,12
CCCC(=O)N(Cc1cc(=O)[nH]c2ccccc12)c1ccccc1C,7,12,0.88,-3,-11,3,9,16,-1
O=[N+]([O-])c1ccccc1S(=O)(=O)NCCSc1ccccc1,11,1,0.99,1,-3,-3,24,-16,6
CCCNC(=O)CN1C(=O)NC(c2ccccc2)(c2ccccc2)C1=O,1,-1,1,-1,-5,1,4,-16,-3
CCCCN(C)CCCNC(=O)c1cn(C)c2ccc(S(=O)(=O)N(C)C3CCCCC3)cc2c1=O,18,3,0.97,-3,-5,-3,5,7,-5

# Some of these compounds in order of the hIAP inh value, low to high:
canonical_smiles,hIAP inh
CCCNC(=O)CN1C(=O)NC(c2ccccc2)(c2ccccc2)C1=O,-3
CC(C)(C)NC(=O)c1nc2nc(-c3ccccc3)cc(C(F)(F)F)n2n1,1
O=C(CN1CC[C@@]2(O)CCCC[C@H]2[C@@H]1c1ccc(F)cc1)NCc1ccco1,12

# Other results follow.
SMILES,tim10-1 inh,mIAP inh,mIAP activ,APOBEC3A inh,APOBEC3G inh,beta cell repl,NALP3 yeast inh,TIM10 inh,hIAP inh
N=C1C(=O)OCC1c1ccccc1NC(=O)CN1CCOCC1 (stereo not drawn),-4,-10,1.1,3,-3,-2,-4,4,-4
Cc1ccc(C)c(NC(=S)NCc2ccc3[nH]c4c(c3c2)CCCC4)c1,45*,-72,1.7,-1,3,-7,23,43*,7
C=CCOc1ccc(C=Nc2ccc(Cl)cc2)c(O)c1,4,-1,1,3,-2,0,0,-5,13
CCOc1ccc(Nc2nc3c(c(=O)[nH]2)CCC3)cc1,-3,18,0.82,-2,-7,1,-8,1,-7
O=c1cc(-c2ccccc2)[nH]n1-c1nc2ccccc2[nH]1,36,9,0.91,-2,-3,-3,5,-38,-102
COC(=O)NNC(=O)c1cccc(C)c1,2,1,0.99,0,-1,-1,-2,-7,11
CCOC(=O)N1CCN(c2nc(C)c3c(n2)CCCC3=O)CC1,28,-11,1.1,-3,-7,-1,10,9,-6
Cc1nnc2sc(-c3ccc(N(C)C)cc3)nn2c1=O,12,12,0.88,-1,-6,-1,9,13,8
C=CCc1ccc(OCCCCOc2ccc(C(=O)O)cc2)c(OC)c1,28,-3,1,-4,-10,-1,37,-3,-8
O=C(NNc1nc2ccccc2s1)C1CC1,-3,0,0.99,-2,-1,-3,-4,0,-8
C=CCn1c(SCc2ccc(C#N)cc2)nnc1-c1ccccc1,34,-14,1.1,-6,-6,-1,-16,2,-4
CCC(=O)N1CC2(CC(c3cccc([N+](=O)[O-])c3)=NO2)C[C@H]1C(=O)NCC(N)=O (stereo partly drawn),5,-6,1.1,2,3,-5,7,2,14
Cc1occc1C(=O)N1CCCC(Nc2ccc(F)c(F)c2)C1 (stereo not drawn),4,-8,1.1,3,-2,-2,17,-5,-13
COc1cc(C(=O)N[C@H](C(=O)Nc2nnc(C3CC3)s2)C(C)C)cc(OC)c1OC,-7,-10,1.1,1,-2,-1,-12,-9,-23
COc1ccc(C(O)(C(=O)NNc2ccc(C)cc2)c2cccs2)cc1 (stereo not drawn),0,-5,1.1,3,3,-3,10,-1,9
Cc1c(C)n(CCCN(C)C)c2ncnc(NC3CCCCC3)c12,14,6,0.94,-7,-6,-3,1,-13,1
COc1ccccc1-n1c(=O)c2c3c(sc2n2c(SC)nnc12)CCC3,25,9,0.91,-2,2,1,18,8,-13
O=S(=O)(/N=C(\c1ccccc1)N1CCOCC1)c1ccc(Cl)cc1,20,10,0.9,-3,-7,0,11,9,7
Cc1csc(NC(=O)Cn2nc(C)c([N+](=O)[O-])c2C)n1,-3,6,0.94,0,-6,-4,5,3,10
COc1cccc(-c2cc(C(F)(F)F)nc(-n3cncn3)n2)c1,18,4,0.96,1,-2,1,17,-10,0
CC(Sc1nc(N)cc(=O)[nH]1)C(=O)NNC(=O)c1cccc(Cl)c1 (stereo not drawn),-16,22,0.79,0,-4,-3,-5,3,-25
Cn1c(CCC(=O)Nc2ccccc2F)nnc1SCC(=O)Nc1ccccc1Cl,2,-4,1,-2,-6,-2,2,5,-5
COc1cc(C(=O)N2C(=O)CCC2=O)cc(OC)c1OC,-5,-2,1,0,57*,-4,20,7,-10
CCC(C(=O)NCCC1=CCCCC1)c1ccccc1 (stereo not drawn),29,2,0.98,0,-4,0,15,12,10
COc1ccccc1NC(=O)CN(c1ccccc1OC)S(=O)(=O)c1ccccc1,24,9,0.91,-4,-8,2,21,7,-17

# Going on with the list:
SMILES,tim10-1 inh,mIAP inh,mIAP activ,APOBEC3A inh,APOBEC3G inh,beta cell repl,NALP3 yeast inh,TIM10 inh,hIAP inh
C/C(=N\NC(=S)NC(C)C)c1ccccc1,14,10,0.9,1,-6,0,-4,7,-9
COc1ccc2[nH]c3c(c2c1)CCN1C(=O)N([C@@H](C)C(=O)NCc2ccco2)C(=O)[C@]31C,-8,2,0.97,3,-5,-1,11,-3,14
Cc1ccc(C(=O)O/N=C(\N)Cc2cccs2)cc1[N+](=O)[O-],43*,-2,1,2,-2,2,9,83*,4
Cc1cccc(NC(=O)C2CCCN(S(=O)(=O)c3cccs3)C2)c1C (stereo not drawn),3,2,0.98,0,-4,0,-1,-13,11
CNC(=S)NNC(=O)COc1ccccc1C,-1,16,0.83,0,2,-3,24,12,-37
Cc1ccccc1C(=O)N1CCc2cc(-c3nc(NC(=O)Cc4ccc5c(c4)OCO5)sc3C)ccc21,14,-20,1.2,-3,-4,0,6,12,9
Cc1ccc(C(=O)N/N=C2\CCSC2)cc1[N+](=O)[O-],-2,14,0.86,3,-1,1,5,-2,-6
CC(C)c1nc2sc3ccccc3c(=O)c2c(=O)n1Cc1ccccc1,36,1,0.99,-2,-6,-3,1,19,18
O=C(/C=C/c1ccccc1)c1ccoc1,23,9,0.91,-3,-5,-3,-8,10,16
Oc1ccc(-c2csc(NCc3ccco3)n2)cc1,28,-13,1.1,3,2,2,21,18,-11
CC(O)[C@H]1CNC(=O)C(=O)N1CCCCC1CCCCC1 (stereo partly drawn),13,-8,1.1,-4,-13,0,11,12,-15
O=C(COc1ccc(Cl)cc1)NCCC1=CCCCC1,10,-1,1,11,3,-3,20,19,-14
Cc1[nH]c2ccccc2c1C(=O)CN1CCC(C(N)=O)(N2CCCCC2)CC1,9,-4,1,-2,1,-3,21,-2,7
CC(=O)c1ccc(NC(=O)CSc2ccc3nnc(-c4ccccn4)n3n2)cc1,10,-4,1,-3,-2,0,9,6,-2
CCn1nc(C)c(/C=N/NC(=O)c2ccc3c(c2)c(C)c(C)n3Cc2ccccc2)c1C,25,-326,4.3*,1,-1,-1,9,6,16
CCCc1c(C(=O)N/N=C/c2ccco2)nnn1-c1nonc1N,2,-4,1,-3,-7,1,15,1,-15
COc1cccc(NC(=O)c2ccc(S(=O)(=O)N3CCCC3)cc2)c1,-12,-1,1,-5,-8,1,2,-4,8
CC1=NN(c2ccccc2)C(=O)C1C(=O)c1ccc(Cl)cc1 (stereo not drawn),3,3,0.97,2,3,-1,14,3,3
NC(=O)c1nn(CC(=O)Nc2ccc3c(c2)OCO3)cc1[N+](=O)[O-],-13,-10,1.1,-4,-3,-3,-17,-4,1
O=c1ccn(CCCBr)c(=O)[nH]1,-5,6,0.94,0,3,1,23,-3,2
CCc1nnc(NC(=O)C2Cc3ccccc3CN2S(=O)(=O)c2cccs2)s1 (stereo not drawn),15,-2,1,7,3,-3,-10,0,-28
COc1cccc(C2NC(=O)NC(O)(C(F)(F)F)C2C(=O)c2cccnc2)c1OC (stereo not drawn),5,6,0.94,-3,-5,0,6,-13,-22
O=C(CCc1nc2ccccc2c(=O)[nH]1)OCc1ccccc1F,3,-3,1,2,-8,-1,7,-4,4
NS(=O)(=O)c1ccc(NC(=O)C2COc3ccccc3O2)cc1 (stereo not drawn),13,1,0.99,0,-5,0,-5,11,0
COc1cccc(NC(=O)NCc2c(-c3ccccc3)noc2C)c1,16,-68,1.7,-3,-9,0,16,23,-12
O=C(Cc1c(C(=O)O)[nH]c2ccccc12)NC1CCCC1,-8,9,0.91,1,-4,0,8,-1,9
CC(C)(C)c1ccc(/C=N/n2cnnc2)cc1,16,9,0.91,-1,-4,-2,4,14,8
CC(C)NC(=S)Nc1ccc2[nH]c(=O)[nH]c2c1,-7,7,0.93,5,-1,-1,1,-16,22

# The order is random; any-hit rate near 4.6%.
